Keap1-Nrf2 PPI – Keap1-Nrf2 (human) interaction inhibition; Q14145; Keap1 Kelch-Nrf2 peptide fluorescence polarization, 1536-well; inhibition, % at 9.4 µM; 340,000 compounds, 0.15% hits; AID 504523; in the data active = inhibition above about 12%;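 also: human Keap1 Kelch domain with fluorescein labeled Nrf2 9mer peptide probe; 0% = neutral control wells and 100% = peptide positive control; higher means more block of Keap1 binding to Nrf2 peptide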
DAGLB inhibitor – diacylglycerol lipase beta (human) inhibition; Q8NCG7; HEK293T DAGLB membrane lysate, EnzChek fluorogenic substrate; inhibition, % at 5.17 µM; 340,000 compounds, 0.059% hits; AID 504411; in the data active = inhibition above about 34%;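 also: 0% = enzyme with vehicle and 100% = wells lacking enzyme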
Arr AP2 block – blocks beta-arrestin peptide binding to AP2 adaptin | FITC-arrestin peptide / GST-AP2 beads, flow cytometry; AP2 beta2 appendage carries R879A mutation | inhibition, % at 10 µM | 340,000 compounds, 0.31% hits;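 active = inhibition above a set limit, near 3 SD of compounds lacking own fluorescence, cut at about 54% in these data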;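 also: plate controls were DMSO wells for no effect and 5 µM unlabelled arrestin peptide for full effect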
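System: GST-AP2 R879A bound to glutathione beads, E. coli-expressed. Also added: 50 nM FITC-arrestin peptide. Schedule: compound with beads 12 min RT, then probe 1 h RT. Signal: bead flow cytometry, FITC channel. Read-out basis: percent response.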
Cardiac RTF inh – cardiac RTF calcium desensitization. P19429+P45379. IANBD-labeled cardiac RTF, Ca2+ fluorescence. inhibition, % at 7.15 µM. 340,000 compounds, 0.12% hits;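 active = inhibition above the mean inhibition of all tested compounds plus 3 SD, cut at about 17% in these data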;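 also: assay run at fixed EC70 calcium of 1.6 mM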
NSD2 inh – inhibitors of human histone methyltransferase NSD2. NSD2 peptide methylation, AlphaScreen, 120 min. inhibition, % at 12.5 µM. 310,000 compounds, 0.54% hits; in the data active = inhibition above about 50%
Target sequence (O96028 whole entry, looked up): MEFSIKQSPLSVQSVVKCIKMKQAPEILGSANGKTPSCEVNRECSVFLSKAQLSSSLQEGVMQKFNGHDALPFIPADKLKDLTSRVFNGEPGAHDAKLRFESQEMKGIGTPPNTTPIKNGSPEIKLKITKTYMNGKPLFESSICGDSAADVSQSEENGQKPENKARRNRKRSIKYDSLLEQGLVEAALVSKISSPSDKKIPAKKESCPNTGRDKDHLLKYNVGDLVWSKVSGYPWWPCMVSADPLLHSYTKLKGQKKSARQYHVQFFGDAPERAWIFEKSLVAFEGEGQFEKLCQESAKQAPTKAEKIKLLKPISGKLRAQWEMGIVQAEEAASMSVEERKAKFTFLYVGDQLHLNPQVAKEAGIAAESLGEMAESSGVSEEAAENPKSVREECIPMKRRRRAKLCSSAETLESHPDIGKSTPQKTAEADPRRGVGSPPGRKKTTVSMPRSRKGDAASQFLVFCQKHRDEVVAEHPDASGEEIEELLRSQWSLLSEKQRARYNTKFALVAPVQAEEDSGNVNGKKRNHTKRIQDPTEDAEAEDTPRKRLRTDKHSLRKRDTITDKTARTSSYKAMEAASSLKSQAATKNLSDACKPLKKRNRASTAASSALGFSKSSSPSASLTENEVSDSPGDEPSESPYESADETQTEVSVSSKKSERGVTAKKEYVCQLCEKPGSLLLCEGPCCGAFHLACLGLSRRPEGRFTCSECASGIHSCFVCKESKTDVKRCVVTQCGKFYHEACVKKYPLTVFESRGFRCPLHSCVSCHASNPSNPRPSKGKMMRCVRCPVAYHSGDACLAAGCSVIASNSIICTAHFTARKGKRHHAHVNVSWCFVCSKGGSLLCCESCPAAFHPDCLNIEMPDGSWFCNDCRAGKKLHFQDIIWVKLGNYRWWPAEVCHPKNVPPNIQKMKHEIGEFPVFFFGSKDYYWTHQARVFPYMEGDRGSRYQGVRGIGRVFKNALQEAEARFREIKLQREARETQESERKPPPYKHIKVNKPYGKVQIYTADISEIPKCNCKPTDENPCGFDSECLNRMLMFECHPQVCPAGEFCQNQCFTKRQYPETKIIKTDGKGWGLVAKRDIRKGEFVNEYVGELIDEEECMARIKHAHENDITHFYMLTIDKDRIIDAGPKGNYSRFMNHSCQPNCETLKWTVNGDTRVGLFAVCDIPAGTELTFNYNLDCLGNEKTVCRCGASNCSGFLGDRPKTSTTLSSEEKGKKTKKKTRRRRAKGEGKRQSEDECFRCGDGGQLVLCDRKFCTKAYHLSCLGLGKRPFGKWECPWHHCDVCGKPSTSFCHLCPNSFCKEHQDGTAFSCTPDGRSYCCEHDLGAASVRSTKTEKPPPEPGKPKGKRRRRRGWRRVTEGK
PKA-R2B activ – activates the human PKA-R2B holoenzyme complex. P22694+P31323. PKA-R2B holoenzyme dissociation, Cy5-IP20 fluorescence polarization; R2B truncated from residue 108, S112A mutant; 0% DMSO only, 100% 113 µM cGMP. activation, % at 11.4 µM. 340,000 compounds, 0.079% hits;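 active = activation above a cutoff set at the mean over all compounds plus 3 SD, cut at about 18% in these data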;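 also: higher means more holoenzyme dissociation and a rise in polarization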
PvdQ inh – blocks Pseudomonas aeruginosa PvdQ acylase activity; inhibition, % at 10 µM; AID 488965; purified PvdQ acylase, fluorescence plate reader; 340,000 compounds, 0.063% hits; in the data active = inhibition above about 30%, passing the limit was not always enough;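 also: 0% = vehicle neutral wells and 100% = reference inhibitor wells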
SR-BI DiI inh – mouse SR-BI HDL lipid transfer inhibition. 320,000 compounds, 0.96% hits. Q61009. ldlA[mSR-BI] CHO cells, DiI-HDL uptake fluorescence, 3 h. inhibition, % at 12.5 µM. AID 488896;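 active = mean replicate inhibition of at least 70% and a set share of replicates each scoring 70 or more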;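 also: 0% = median of neutral control wells and 100% = median of positive control wells; values of inactives mirror those of a sister screen read the other way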
SR-BI DiI-HDL act – activators of SR-BI mediated HDL lipid uptake; CHO ldlA[mSR-BI] cells, DiI-HDL uptake fluorescence, 3 h; 100 = double the neutral-control signal; activation, % at 12.5 µM; 320,000 compounds, 0.096% hits;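 active = mean replicate activation of at least 60% and every replicate at or above 60%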;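 also: 0% = median plate neutral-control signal and 100% = twice that signal; values of inactives mirror those of a sister screen read the other way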
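Assay system: LDL receptor-deficient CHO ldlA cells overexpressing murine SR-BI / Medium: BSA-supplemented, HEPES-buffered Ham's F12, pH 7.4 / Probe or stimulus: DiI-labelled HDL at 10 µg/mL final / Timing: compound with DiI-HDL co-incubation, 3 h at 37 °C / Technique: bottom-read cell fluorescence after medium removal, ex 550/em 595 nm / Measure: HDL uptake via cellular fluorescence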
LANA DNA inh – inhibitors of KSHV LANA C-terminal domain DNA binding; MBP-C-LANA/FAM-LBS DNA binding, fluorescence polarization; inhibition, % at 9 µM; 340,000 compounds, 0.078% hits;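 active = highest replicate inhibition at or above 60% at 9 µM, even if other replicates fall short; inactive = all replicates below 60% inhibition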;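 also: 0% = neutral control wells and 100% = 4 µM acridine orange control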
* hit, by the source's call; · = no result given.

Below each SMILES – Keap1-Nrf2 PPI | DAGLB inhibitor | Arr AP2 block | Cardiac RTF inh | NSD2 inh | PKA-R2B activ | PvdQ inh | SR-BI DiI inh | SR-BI DiI-HDL act | LANA DNA inh
(1) CSc1ccc(/C=C2/C(=N)N3N=C(CC(=O)N4CCCC4)SC3=NC2=O)cc1
 : -2.9 | -1.0 | 23.4 | 0.1 | 16.6 | -7.0 | -0.5 | -22.7 | 22.7 | 5.0
(2) O=C(O)C(Cc1ccccc1)Nc1ccc([N+](=O)[O-])cc1[N+](=O)[O-] (configuration not stated)
 : 1.2 | 1.8 | 4.8 | 0.8 | 18.4 | -4.4 | -26.4 | 7.7 | -7.7 | 1.4
(3) COC(=O)c1ccccc1NC(=O)CN(Cc1ccccc1)S(C)(=O)=O
 : -3.6 | -0.2 | -0.8 | -4.3 | -1.0 | 3.2 | -11.2 | -2.3 | 2.3 | 0.5
(4) O=C(COC(=O)[C@@H]1CC(O)CN1S(=O)(=O)c1ccc2c(c1)OCCO2)Nc1cc(F)ccc1F (some centres not stated)
 : -3.3 | -1.1 | -18.2 | -15.6 | 2.1 | 1.9 | -16.5 | -20.9 | 20.9 | 0.6
(5) CCN(C(=O)CSc1nc(C)nc2sc(C)c(C)c12)c1ccc(F)cc1
 : -2.6 | -0.8 | -5.4 | 1.7 | 0.2 | -10.8 | -4.8 | -3.7 | 3.7 | 0.8
(6) CC1CC(C)CN(C(=O)COC(=O)C2CCN(S(=O)(=O)c3ccc4c(c3)OCCO4)CC2)C1 (configuration not stated)
 : 3.1 | -5.4 | 6.8 | -5.2 | 0.1 | -12.1 | 11.3 | -8.2 | 8.2 | 0.0
(7) Nc1nnc(SCC(=O)Nc2sc3c(c2C(=O)c2ccccc2)CCCC3)s1
 : -7.1 | 5.1 | -5.9 | -15.8 | 2.5 | -10.0 | 0.9 | 51.5 | -51.5 | 0.0
(8) CN(C)S(=O)(=O)c1ccc(NC(=O)c2ccncc2)cc1
 : 0.5 | -2.3 | 28.6 | 9.2 | -5.6 | 0.9 | -0.6 | -15.1 | 15.1 | 0.6
(9) CCN1CCCC1CNC(=O)Cn1cnc2ccc(S(=O)(=O)N3CCC(C)CC3)cc2c1=O (configuration not stated)
 : -3.2 | -2.2 | -1.1 | -12.3 | 9.5 | 6.0 | -3.0 | -21.7 | 21.7 | -1.0
(10) CCCNC(=O)CN1C(=O)NC(CCSC)C1=O (configuration not stated)
 : 0.7 | -0.5 | 30.1 | 9.7 | -0.5 | 7.7 | 7.6 | -17.2 | 17.2 | -0.9
(11) Cc1nc(SCC(=O)N(C)C2CCCCC2)[nH]c(=O)c1Cc1ccccc1
 : -0.4 | -3.0 | -0.4 | -5.9 | 0.4 | 10.7 | -8.1 | 12.0 | -12.0 | 0.7
(12) CC(=O)Nc1cc2c(cc1NC(=O)Cn1nc(-c3ccc(F)cc3)ccc1=O)OCCO2
 : 2.0 | 1.6 | -3.4 | -5.2 | 3.8 | -5.1 | -9.2 | · | · | -0.3
(13) COC(=O)c1[nH]c2ccc(F)cc2c1NC(=O)Nc1ccc(OC)cc1
 : 4.5 | 3.9 | -7.7 | -5.3 | -1.4 | 7.2 | -7.8 | 30.6 | -30.6 | -0.5
(14) CC(CC(=O)N1CCN(S(=O)(=O)c2ccc(Cl)cc2)CC1)n1cncn1 (configuration not stated)
 : 0.4 | -0.1 | -4.6 | -7.1 | -4.7 | -12.6 | -15.0 | · | · | -0.9
(15) O=C1C(Cl)=C(NCCc2ccccc2)C(=O)c2ccccc21
 : -2.5 | 16.6 | 49.5 | 9.1 | 80.5* | -0.3 | -11.8 | 18.3 | -18.3 | -1.9
(16) CC1=NOC(=O)/C1=C/c1ccc(O)c(Br)c1
 : -12.7 | -1.8 | -8.2 | -12.2 | 7.3 | -4.4 | -11.7 | -6.8 | 6.8 | 0.0
(17) COc1cc(C2C(C#N)=C(N)N(N(C)C)C3=C2C(=O)CCC3)cc(OC)c1OC (configuration not stated)
 : -7.4 | -0.8 | 13.9 | -9.3 | -4.9 | -8.8 | -11.1 | 0.3 | -0.3 | -0.6
(18) O=C(c1cc2ccccc2oc1=O)N(c1ccccc1)C1C=CS(=O)(=O)C1 (configuration not stated)
 : 2.0 | -0.3 | 7.1 | -3.6 | -2.4 | -11.6 | -2.1 | -12.8 | 12.8 | 0.0
(19) Cc1cc(C(=O)Nc2sc(C)c(C)c2C#N)no1
 : 1.1 | 1.4 | 2.7 | -12.7 | -2.2 | 7.6 | -6.8 | 2.7 | -2.7 | 1.5
(20) CCc1sc(N)nc1-c1ccccc1
 : 1.8 | 0.5 | 33.4 | -0.5 | 4.9 | -0.3 | -3.4 | -41.1 | 41.1 | -0.5
(21) CCN(CC)S(=O)(=O)c1ccc(C(=O)N2CCCCC2)cc1
 : 3.7 | 1.8 | 5.8 | -3.1 | -1.0 | 3.3 | 3.3 | 5.7 | -5.7 | 0.3
(22) N#Cc1c2c(c(NCc3cccnc3)n3c1nc1ccccc13)CCC2
 : 0.9 | 1.5 | 22.2 | 1.1 | 2.0 | -9.7 | 0.5 | -18.9 | 18.9 | 1.8
(23) COc1ccc(CCC(=O)OCC(=O)Nc2ccc(C)c(S(=O)(=O)N(C)C)c2)cc1
 : -4.3 | -3.6 | -0.8 | -7.6 | -0.4 | -9.1 | -12.8 | 3.5 | -3.5 | -2.8
